Bioassay records from PubChem.
ST2 IL33 inh = inhibitors of human ST2 (IL1RL1) binding to IL-33, primary screen, biochemical, AlphaLISA; AlphaLISA ST2-Fc/biotin-IL-33 interaction, 1 h; AID 1259354, 2018; 2.3% of 78,000 active; inhibition, % for hits at 17 µM; Interleukin-1 receptor-like 1 (Homo sapiens), Q01638; in the data active means inhibition above about 30%; inconclusive means mostly about 10% to 28%
Target sequence (Q01638 whole entry, looked up): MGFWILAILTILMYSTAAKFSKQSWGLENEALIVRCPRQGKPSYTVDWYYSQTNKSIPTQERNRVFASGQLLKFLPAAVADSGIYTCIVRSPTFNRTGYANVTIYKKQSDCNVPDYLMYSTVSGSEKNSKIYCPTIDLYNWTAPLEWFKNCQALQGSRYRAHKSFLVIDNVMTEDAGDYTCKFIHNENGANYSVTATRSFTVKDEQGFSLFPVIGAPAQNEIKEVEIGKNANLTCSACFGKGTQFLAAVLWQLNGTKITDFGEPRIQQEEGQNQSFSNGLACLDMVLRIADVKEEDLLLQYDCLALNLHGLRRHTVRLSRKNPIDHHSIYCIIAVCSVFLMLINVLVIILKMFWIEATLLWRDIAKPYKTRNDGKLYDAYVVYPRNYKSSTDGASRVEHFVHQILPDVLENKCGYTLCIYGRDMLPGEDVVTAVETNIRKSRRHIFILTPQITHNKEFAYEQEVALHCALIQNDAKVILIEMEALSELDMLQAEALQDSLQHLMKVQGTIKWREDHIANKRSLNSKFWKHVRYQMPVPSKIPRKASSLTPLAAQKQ
Calls only; i = inactive; ? = inconclusive.

#	Compound	ST2 IL33 inh
1	CCOc1cc2c(cc1OCC)C1C(C(=O)NCc3ccc(C)o3)c3ccccc3C(=O)N1CC2 (centres undefined)	i
2	CCC1(CC)CN(C(=O)c2nnc(COC)o2)CCO1	i
3	CCOC(=O)c1c(NC(=O)c2cc(C)on2)sc(C(C)=O)c1C	i
4	CCc1ccccc1NS(=O)(=O)c1cc(Br)cc2c1N(C(C)=O)C(C)C2 (centres undefined)	i
5	COc1cc(C(=O)Nc2nc3c(s2)CCCC3)cc(OC)c1OC	i
6	O=C(C1CC1)N1CCc2cc(S(=O)(=O)N3CCc4ccccc43)ccc21	i
7	Cc1ncc(C(=O)N2CCNC(C(=O)O)C2)c(-c2ccccc2)n1 (centres undefined)	i
8	Cc1sc2nc3c(C(=O)NCc4cccc(Cl)c4)cccn3c(=O)c2c1C	i
9	CCOc1ccc(-n2c(CC)nc3c(cnn3-c3ccc(C)c(C)c3)c2=O)cc1	i
10	COc1cccc(-n2c(=O)[nH]cc(C(=O)Nc3ccc4c(c3)OCCO4)c2=O)c1	i
11	N#CC1=C(N)OC2=C(C(=O)CC(c3ccccc3)C2)C1c1cccs1 (centres undefined)	i
12	C=CCCN1CC=C(CCNC(=O)C2CCCCC2)CC1	?

New compounds follow
#	Compound	ST2 IL33 inh
13	CCC(C)NC(=O)C1CCN(S(=O)(=O)c2cccc3cccnc23)CC1 (centres undefined)	?
14	O=c1c(-c2ccc(Cl)cc2Cl)coc2cc(O)ccc12	?
15	C=CCNC(=O)c1cc2c(=O)n3cccc(C)c3nc2n(CCOCCO)c1=N	i
16	COc1c(C)c(OCC(O)C(C)(C)O)cc(CO)c1CO (centres undefined)	?
17	Cc1cc(Nc2ccccc2)nc(Nc2ccc(NC(=O)CCC3CCCCC3)cc2)n1	?
18	O=[N+]([O-])c1ccccc1OCCCN1CCOCC1	i
19	COc1cc([C@H]2NCC[C@@]3(O)CCCC[C@H]23)cc(OC)c1OC	i
20	CC1(C)CC(=O)C2=C(C1)c1c(ccc3ncccc13)NC2C1CC=CCC1 (centres undefined)	i
21	Oc1ccc(/C=C/c2cc(O)cc3c2[C@H](c2cc(O)cc(O)c2)[C@H](c2ccc(O)cc2)O3)cc1	i
22	COc1ccc(CSCCN=C(N)N)cc1Cl	i
23	COc1cc2c(cc1OC)C(C(=O)NCCC1=CCCCC1)C(c1ccccc1F)N(C)C2=O (centres undefined)	i
24	O=[N+]([O-])c1cc2c(cc1CN1CCCCCC1)OCO2	i

(continued)
#	Compound	ST2 IL33 inh
25	Cc1cc(C)n(Cc2cc(C(=O)N3CCSCC3)n[nH]2)n1	?
26	CSCC[C@@H](CO)NC(=O)c1cn(-c2ccccc2)nn1	i
27	CCCCN(CC)C(=O)Cn1c(=O)n(-c2ccc(F)cc2)c(=O)c2sccc21	i
28	O=C(NCCC1COc2ccccc2O1)c1ccc(-c2cccc(F)c2)nc1 (centres undefined)	i
29	Cc1cc(C)n(CCCN(C)C(=O)c2cnc(C)nc2C)n1	?
30	Cc1cccc(C(C(=O)N(C)CCc2noc(C3CC3)n2)N(C)C)c1 (centres undefined)	i
31	CC(C)C(=O)Nc1cccnc1-c1ccc(Cl)s1	i
32	CCCN1C(=O)S/C(=C\c2c(NCC)nc3ccccn3c2=O)C1=O	?
33	NC1CCC(n2cc(C(=O)N3CCCC(Nc4ccc(F)cc4)C3)nn2)CC1 (centres undefined)	i
34	COc1ccc(/C(N)=N\OC(=O)c2ccc3c(c2)OCO3)cc1	i
35	Cc1cc(NC(=O)c2cc(-c3ccc4c(c3)OCO4)nc3ccccc23)no1	i
36	O=C(c1cc(COc2cccc3cnccc23)on1)N1CCCC1c1ccccn1 (centres undefined)	?

The list goes on:
#	Compound	ST2 IL33 inh
37	COc1ccc(N=Cc2c(O)c(OC)cc(Br)c2Br)cc1OC	?
38	COc1cccc(CN2CCN(Cc3ccccc3F)S2(=O)=O)c1	i
39	CCC(Nc1cccc(OC)c1)C(=O)NCc1cnc(C)cn1 (centres undefined)	i
40	CNC(=O)[C@@H]1C[C@@H](N)CN1C(=O)c1cccc(NCc2ccc(F)cc2)c1	i
41	CN(Cc1nc2ccc(F)cc2[nH]1)Cc1nc(C(c2ccccc2)c2ccccc2)no1	i
42	CC1CCC(NS(=O)(=O)c2cccc3nsnc23)CC1 (centres undefined)	i
43	COc1ccc(-c2ccnc(N[C@H]3CO[C@H]4[C@@H]3OC[C@@H]4NC(=S)Nc3cccc(C#N)c3)n2)cc1	i
44	CN(C)CC1(O)CCCN(C(=O)c2ccc(N3CCCC3=O)cc2)C1 (centres undefined)	i
45	Cc1ccsc1C(=O)NC1CC(=O)N(CCCc2ccccc2)C1 (centres undefined)	i
46	Cc1cc(=O)oc2cc(Cl)c(OCc3ccccc3)cc12	i
47	CC1=C(C(=O)OCc2ccccc2)C(c2c(F)cccc2Cl)n2ncnc2N1 (centres undefined)	i
48	CC(C)(Sc1ccc(CCN(CCCCC2CCCCC2)C(=O)NC2CCCCC2)cc1)C(=O)O	i

Following part
#	Compound	ST2 IL33 inh
49	COc1cc(C2C(C(=O)Nc3ccc(C)cc3C)=C(C)Nc3nnnn32)ccc1OC(F)F (centres undefined)	i
50	CC(C)(C)NCC(O)c1ccc(O)c(CO)c1 (centres undefined)	i
51	Oc1oc(-c2ccc(Cl)cc2)nc1C=Nc1ccc(Br)cn1	?
52	Cc1c(CC(=O)NCc2ccon2)c2c(n1Cc1ccccc1F)CCCC2=O	?
53	Cc1ccc(-n2nc3c(c2NC(=O)c2ccco2)CSC3)cc1	i
54	CC(=O)C1=C(O)C(=O)N(CCCN2CCOCC2)C1c1cccc([N+](=O)[O-])c1 (centres undefined)	i
55	C/C(=C\c1nsc(Nc2ccccc2)n1)NCc1ccccc1	i
56	CCCc1ccc(OCC(O)CN2CCC(C)CC2)cc1 (centres undefined)	i
57	CCOC(=O)c1[nH]ncc1CN1CCCC(Nc2ccccc2)C1 (centres undefined)	i
58	C=C(C)COc1cccc(C(=O)N(C)Cc2ncccc2C)c1	?
59	Cc1ccsc1-c1ncnn1-c1ccc(Cl)cc1	?
60	CCSc1nc2c(c(=O)[nH]1)C(c1ccncc1)C1=C(CCCC1=O)N2 (centres undefined)	i

Going on with the list.
#	Compound	ST2 IL33 inh
61	COc1cc([N+](=O)[O-])ccc1N	i
62	O=C(NCCCn1ccnc1)c1noc2c1CCc1ccccc1-2	i
63	COc1cccc(C(=O)Nc2ccc(C(C)C)cc2)c1	i
64	CNC(=O)CC1C(=O)NCCN1Cc1cnn(-c2ccc(C)c(C)c2)c1 (centres undefined)	i
65	O=C(O)/C=C/c1cccc(N=Cc2ccc([N+](=O)[O-])o2)c1	?
66	COc1ccc(NC(=O)CSc2ccc3ccccc3n2)cc1	i
67	Cn1cnc(-c2ccccc2)c1-c1cccc(Cn2cccn2)c1	i
68	CC1CCCC(NC(=O)C2CCN(S(=O)(=O)N3CCCC3)CC2)C1C (centres undefined)	i
69	COc1ccc(Cl)cc1/C=C1\C(=O)N(c2cccc(C(=O)O)c2)N=C1C	i
70	C#CC1(O)CC(C)(C)NC(C)(C)C1	i
71	COc1ccc(NC(=O)O[C@@H]2CO[C@H]3[C@@H]2OC[C@@H]3Nc2nccc(-c3ccc4c(c3)OCO4)n2)cc1	i
72	COc1ccc(NC(=O)/C(=C/c2ccco2)NC(=O)c2ccc(Br)o2)cc1	?

The results go on.
#	Compound	ST2 IL33 inh
73	CCOC(=O)c1ccc(NC(=O)CN2CCCN(Cc3cccc(F)c3)S2(=O)=O)cc1	i
74	Cc1nc(SCC(=O)Nc2ccc(F)cc2)c2c(=O)n(C)c(=O)n(C)c2n1	i
75	CC1=NNC2c3c(sc4c3CCCCC4)-n3c(C)nnc3N12 (centres undefined)	i
76	COc1ccc(NC(=O)Cn2nc(C)c([N+](=O)[O-])c2C)cn1	?
77	O=C(NCCc1cccc(Cl)c1)c1ccc(Cl)cc1[N+](=O)[O-]	?
78	CCCCOC(=O)CSC1=C(C#N)C(c2cccc(Cl)c2)CC(=O)N1 (centres undefined)	?
79	CC(Cn1ccnc1-c1ccc(-c2ccn[nH]2)o1)Oc1cccnc1 (centres undefined)	i
80	Cc1ccc(-c2nc3c(=O)n(C)c4ccccc4c3o2)cc1	i
81	C=CCC1(CC=C)CCCN1C(=O)c1cn(CC2COc3ccccc3O2)nn1 (centres undefined)	i
82	CN(Cc1nc(-c2ccccc2)cs1)C1CCc2c(c(C(=O)N3CCSCC3)nn2C)C1 (centres undefined)	?
83	COc1ccc(NC(=O)CC2(C)NN=C(c3ccccc3)S2)c(OC)c1 (centres undefined)	i
84	Cc1ccc(C)c(C(=O)CSc2n[nH]c(-c3ccco3)n2)c1	i

The list continues.
#	Compound	ST2 IL33 inh
85	O=C(NC1(c2ccccc2)CC1)c1cc(COc2ccc(-n3cncn3)cc2)on1	i
86	Cc1ccc(Nc2cc(C)nc(Nc3ccc(NC(=O)c4ccc(Cl)cc4)cc3)n2)cc1	?
87	Cc1noc([C@@H]2C[C@H](NC(=O)Nc3cccc(C#N)c3)CN2C)n1	?
88	O=C(NCc1ccccc1)c1cccc(Br)c1	i
89	CCc1ncc(C(=O)N(C)CCc2nc3ccc(OC)cc3[nH]2)cn1	?
90	CCOC(=O)c1c(C)oc2ccc(OCC(=O)OCc3ccccc3)cc12	i
91	O=[N+]([O-])c1cccc(Cl)c1N1CCN(c2ccc([N+](=O)[O-])c3cccnc23)CC1	i
92	CC(=O)N1c2c(cc(Br)cc2S(=O)(=O)N2CCCCC2C)CC1C (centres undefined)	i
93	COc1ccccc1N1CCN(C2CCC(C)C2)CC1 (centres undefined)	i
94	COC(=O)c1ccc(S(=O)(=O)c2ccc(Cl)cc2)c(N)c1	?
95	Cc1ccc2nc(-c3ccc(NC(=O)c4ccc(Br)o4)cc3)oc2c1	i
96	CCOc1ccccc1NC(=O)CSc1nnnn1-c1ccccc1	i

(more compounds)
#	Compound	ST2 IL33 inh
97	O=C(Nc1cnc2n1CCCC2)c1nccnc1C(=O)N1CCCCC1	?
98	CCOc1ccccc1NC(=O)c1cc2cc(Br)ccc2oc1=O	i
99	COc1cc(C(=O)N2CCN(c3ccccc3F)CC2)c([N+](=O)[O-])cc1OC	i
100	COc1ccc(C(=O)Nc2cc3cc(Cl)ccc3oc2=O)cc1OC	i
101	Nc1[nH]nc2nc(N3CCCCC3)nc(-c3ccccc3)c12	i
102	CCOC(=O)C1=C(C)NC(=O)NC1c1ccc(N(C)CC)cc1 (centres undefined)	i
103	CCCCC(=O)N1c2ccccc2NC2=C(C(=O)CC(C)(C)C2)C1c1ccc2c(c1)OCO2 (centres undefined)	i
104	O=C(Nc1ccccc1C1CC1)c1ccccc1	i
105	COc1ccc(-c2nc3cnccn3c2Nc2ccccc2)cc1	i
106	O=C1S/C(=C/c2ccccc2)C(=O)N1CNc1cccc(F)c1	i
107	O=C1CC(Cc2ccccc2)(c2ccccc2)C(=O)N1 (centres undefined)	i
108	COc1ccccc1NC(=O)/C(=C\c1cccs1)NC(=O)c1ccco1	?

Shown with each value named: 4 of the compounds above
100	COc1ccc(C(=O)Nc2cc3cc(Cl)ccc3oc2=O)cc1OC
  ST2 IL33 inh: i

101	Nc1[nH]nc2nc(N3CCCCC3)nc(-c3ccccc3)c12
  ST2 IL33 inh: i

102	CCOC(=O)C1=C(C)NC(=O)NC1c1ccc(N(C)CC)cc1 (centres undefined)
  ST2 IL33 inh: i

103	CCCCC(=O)N1c2ccccc2NC2=C(C(=O)CC(C)(C)C2)C1c1ccc2c(c1)OCO2 (centres undefined)
  ST2 IL33 inh: i

Remaining list, next part
#	Compound	ST2 IL33 inh
109	NS(=O)(=O)c1ccc(CCNC(=O)Cn2cnc3c([nH]c4ccccc43)c2=O)cc1	i
110	CC(C)NC(=O)NC[C@H]1O[C@@H](CC(=O)N(C)Cc2ccccc2)[C@H](O)[C@@H]1O	i
111	O=C(Nc1ccc([N+](=O)[O-])cn1)c1cccnc1	i
112	COc1ccc(C=Nc2nc(-c3ccccc3)c(C)s2)cc1OC	i
113	CCCN(CCC)CCNC(=O)c1cnc(N2CCN(c3ccccn3)CC2)c2ccccc12	?
114	Cc1cccnc1-c1ccc2c(c1)CC(CNC(=O)/C=C/c1ccc(F)cc1F)O2 (centres undefined)	?
115	CC(C(=O)N(C)CCC(C)(C)O)n1cc(Cl)cn1 (centres undefined)	i
116	COc1ccccc1/C=C(\NC(=O)c1ccc(OC)c(OC)c1)C(=O)Nc1ccccc1Cl	?
117	CC(=O)Cc1nsc(NCc2ccccc2)n1	i
118	CCOc1ccccc1NS(=O)(=O)c1ccc2c(c1)c(=O)n(C)c(=O)n2C	i
119	Cc1nnsc1CN(C)Cc1[nH]c2ccc(F)cc2c1C	i
120	COc1ccc(-n2c(N)c(C#N)c3nc4ccccc4nc32)cc1Cl	?

Going on with the list:
#	Compound	ST2 IL33 inh
121	Cc1cccc(C(=O)Nc2sc3c(c2C(=O)N2CCOCC2)CCC3)c1	?
122	C=CCn1cc(CN2CCc3[nH]cnc3C2Cc2ccccc2)cn1 (centres undefined)	i
123	N#C/C(=C\c1ccccc1Cl)c1nc2ccccc2[nH]1	?
124	Cc1ccc2oc(=O)c(C=C(O)c3ccc(F)cc3)nc2c1	i
125	O=C(CC1C(=O)NCCN1CC1CCCCC1)NCc1ncc[nH]1 (centres undefined)	i
126	COc1ccc(-c2noc([C@@H]3CCCN3C3CCOCC3)n2)cn1	?
127	CCOC(=O)c1c(C)n(-c2ccc(OC)cc2)c2cc(Br)c(OC)cc12	i
128	CCOc1ccc(-c2[nH]ncc2Oc2ccccc2)c(O)c1	i
129	Cc1ccsc1[C@@H]1CCN(Cc2c(CO)cnc(C)c2O)C[C@H]1O	?
130	CN1C(=O)CC(C(=O)O)SC1=Nc1cc(Cl)cc(Cl)c1 (centres undefined)	i

Some of the entries above, reformatted:
127) CCOC(=O)c1c(C)n(-c2ccc(OC)cc2)c2cc(Br)c(OC)cc12
- ST2 IL33 inh: i
128) CCOc1ccc(-c2[nH]ncc2Oc2ccccc2)c(O)c1
- ST2 IL33 inh: i

An excerpt; the hit share may differ from the screen's.
